# From PubChem
# Pin1 inh: inhibitors of human Pin1 | Q13526 | Pin1 FP peptide displacement, HiFluor488, 10 min | Potency, µM (series often up to 115 µM), inactives show at the highest dose activity, negative = inhibition, usual class: inhibitors | hit rate 0.009% among 390,000 | AID 504891; active = well fitted inhibition curve with a large enough effect in the polarisation, with a control signal flat, not every such curve was filed as active; inconclusive = small, poorly fitted or top-dose-only effect, or effect the other way, or a change in a side signal; inactive = no such curve, though single readings can be large or run the other way; the % refers to the polarisation; note: potency is the fitted concentration of half-maximal effect; % is set by controls: 0 for no effect and ±100 for the full control effect
# Target sequence (Q13526 whole entry, looked up): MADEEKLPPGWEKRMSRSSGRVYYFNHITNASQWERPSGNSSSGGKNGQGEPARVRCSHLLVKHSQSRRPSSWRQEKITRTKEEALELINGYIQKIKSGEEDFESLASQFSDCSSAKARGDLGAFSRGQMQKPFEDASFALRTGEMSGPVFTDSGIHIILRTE
# D2 agonist: D2 dopamine receptor (human) agonism; P14416; HEK293 T-REx D2 cells, calcium flux agonist mode; activation, % at 2 µM; hit rate 0.53% among 340,000; AID 485358;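 active = activation over 3 SD above normal in the single-dose calcium agonist read, cut at about 30% in these data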; note: 0% is about no effect
#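 Agonism is scored from calcium flux in a force-coupled, inducible HEK293 cell line expressing D2, read kinetically for 180 s after compound addition against dopamine controls.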
# TRHR ag: activates the human TRH receptor; hit rate 0.18% among 360,000; P34981; TRHR cells, calcium flux fluo-8, FDSS agonist mode; activation, % at 2 µM; AID 493084; in the data active = activation above about 30%; note: 0% is about no effect
#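 TRHR-expressing cells, plated overnight in medium with 10% serum, were loaded with fluo-8 calcium dye at room temperature. After a 10 s baseline, library compound was pin-added and calcium release was recorded kinetically (ex 480/em 530) as agonist response.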
# TrxR1 substrate: substrates of rat thioredoxin reductase 1; hit rate 0.01% among 390,000; Potency, µM (doses to about 114 µM), for the others: top-dose activity change, negative = substrate turnover; O89049; AID 588456; purified TrxR1 substrate turnover, NADPH consumption readout; note: potency is the fitted concentration of half-maximal effect; % is set by controls: 0 for no effect and ±100 for the full control effect; nearly all actives have a fitted effect of over 50% in size
#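 Rat TrxR1, dispensed at 90 nM, was prereduced with 400 uM NADPH (final) for 5 min at ~22 deg C, then incubated with compound 15 min before 400 uM selenite. A first-read NADPH fluorescence drop versus no-compound background flagged substrates.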
# TrxR1 inh: blocks rat thioredoxin reductase 1; hit rate 1% among 390,000; Potency, µM (top dose mostly 114 µM), for the others: top-dose activity change, negative = inhibition, most hits filed as inhibitors; recombinant rTrxR1, NADPH fluorescence consumption, selenite substrate; AID 588453; note: potency is the fitted concentration of half-maximal effect; % is set by controls: 0 for no effect and ±100 for the full control effect; nearly all actives have a fitted effect of over 65% in size
#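 Rat TrxR1 (90 nM in the dispensed reagent) was pre-reduced with 400 uM NADPH for 5 min at room temperature, then incubated with compound for 15 min. After 400 uM selenite was added, NADPH fluorescence (Ex 340/Em 450 nm) was followed for 8 min.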
# USP1-UAF1 inh: USP1/UAF1 (human) deubiquitinase inhibition | Potency, µM (doses to about 57.1 µM), inactives show at the highest dose activity change, negative = inhibition, usual class: inhibitors | recombinant USP1/UAF1, Ub-Rhodamine cleavage fluorescence | hit rate 0.23% among 390,000 | O94782; note: potency is the fitted concentration of half-maximal effect; % is set by controls: 0 for no effect and ±100 for the full control effect; nearly all actives have a fitted effect of over 60% in size; inactives centre near -12
# Target sequence (O94782 whole entry, looked up): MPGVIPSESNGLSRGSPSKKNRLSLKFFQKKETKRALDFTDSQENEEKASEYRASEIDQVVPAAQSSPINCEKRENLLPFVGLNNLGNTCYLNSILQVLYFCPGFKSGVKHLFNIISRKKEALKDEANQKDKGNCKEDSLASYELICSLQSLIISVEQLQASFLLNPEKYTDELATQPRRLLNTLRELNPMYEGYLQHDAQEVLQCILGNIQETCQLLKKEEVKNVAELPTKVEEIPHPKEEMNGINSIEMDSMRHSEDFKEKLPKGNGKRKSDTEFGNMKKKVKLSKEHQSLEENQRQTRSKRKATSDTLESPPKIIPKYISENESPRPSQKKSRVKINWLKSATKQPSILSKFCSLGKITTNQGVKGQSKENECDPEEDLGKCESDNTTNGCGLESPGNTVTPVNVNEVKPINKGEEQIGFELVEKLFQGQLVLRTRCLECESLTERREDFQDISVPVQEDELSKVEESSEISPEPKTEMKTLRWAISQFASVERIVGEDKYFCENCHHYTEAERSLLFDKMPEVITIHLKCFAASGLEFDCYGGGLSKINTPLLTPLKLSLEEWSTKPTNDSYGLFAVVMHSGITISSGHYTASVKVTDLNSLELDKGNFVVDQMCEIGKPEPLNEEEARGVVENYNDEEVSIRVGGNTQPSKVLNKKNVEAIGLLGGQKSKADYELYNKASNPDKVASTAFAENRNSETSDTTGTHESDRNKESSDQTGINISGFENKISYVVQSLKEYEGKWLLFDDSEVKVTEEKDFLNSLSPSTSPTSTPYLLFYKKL
#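 USP1/UAF1 complex (1 nM) preincubated 15 min at room temperature with compound, then Ub-Rho substrate (150 nM final) added. Kinetic fluorescence at 480/540 nm over 6 reads at 60 s intervals; 50 mM HEPES pH 7.8, 0.5 mM EDTA, 0.1 mg/ml BSA, 1 mM TCEP, 0.01% Tween-20.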
# TRHR PAM: allosteric enhancers of human TRH receptor | TRHR cells, fluo-8 calcium fluorescence, EC20 TRH enhancement | enhancement, % at 2 µM | hit rate 0.66% among 360,000 | AID 493056; in the data active = enhancement above about 30%; note: 0% is about no effect
#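 TRHR-expressing cells loaded with fluo-8 calcium dye were read kinetically (ex 480/em 530) during compound addition, then stimulated with an EC20 of TRH (10 nM final). Enhancement of the Gq-mediated intracellular calcium response was scored.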
# D2 antag: antagonists of human D2 dopamine receptor; inhibition, % at 10 µM; HEK293 TREx D2 cells, calcium flux, dopamine EC80; P14416; hit rate 2% among 340,000; in the data active = inhibition above about 30%; note: 0% is about no effect
#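 Calcium mobilization kinetics were recorded at 1 s intervals in tetracycline-induced HEK293 T-REx D2 cells, first for 180 s after compound addition and then 180 s after EC80 dopamine.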
# mIDH1 inhibitor: human IDH1 R132H inhibition; hit rate 0.093% among 390,000; IDH1-R132H enzyme, NADPH consumption, diaphorase/resazurin fluorescence; Potency, µM (titrated, usually from 76.6 µM), for inactives: at the highest dose activity change, negative = inhibition, most hits filed as inhibitors; AID 602179; note: potency is the fitted concentration of half-maximal effect; % is set by controls: 0 for no effect and ±100 for the full control effect; nearly all actives have a fitted effect of over 65% in size
#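 IDH1-R132H (0.5 ug/mL) preincubated 30 min with compound, then NADPH (0.016 mM) and alpha-KG (2 mM) added; 80 min at RT, pH 7.5. Remaining NADPH coupled via diaphorase/resazurin to fluorescence (540/590 nm); concentration-response curves normalized to no-enzyme control.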
# * = called active by the depositor; ? = inconclusive; . = no result given; [ ] = dose if it differs, or a comment. Unless noted, calls come from the whole dose curve; as a rule, active = well fitted inhibition curve with a large enough effect; inconclusive = small, poorly fitted or top-dose-only effect; inactive = no such curve, though single readings can be large or run the other way. Only part of the results is shown, so the mix of outcomes need not match the whole.
# Short forms – A = Pin1 inh; B = D2 agonist; C = TRHR ag; D = TrxR1 substrate; E = TrxR1 inh; F = USP1-UAF1 inh; G = TRHR PAM; H = D2 antag; I = mIDH1 inhibitor
CCOC(=O)C(Cc1c[nH]c2ccccc12)NC(=O)CNC(C)=O (stereo not drawn)
  A = 4%; B = 0.4; C = 0.0; D = -10%; E = -14%; F = -15%; G = 5; H = 0; I = 7%

Cn1c(=O)c2c(nc(N3CCC(C(N)=O)CC3)n2CCSc2nc3ccccc3s2)n(C)c1=O
  A = 7%; B = 0.5; C = 0.0; D = -4%; E = -7%; F = -24%; G = -11; H = -5; I = -4%

NC(=O)NC(CC(=O)NCc1ccc2c(c1)OCO2)c1ccccc1Cl (stereo not drawn)
  A = ?; B = 1.3; C = 1.2; D = -1%[57.1 µM]; E = -7%[57.1 µM]; F = 5%; G = -5; H = -6; I = 8%

COc1cc(-c2nc(-c3cccc(C(F)(F)F)c3)no2)cc(OC)c1OC
  A = -5%; B = -0.2; C = -0.5; D = 2%; E = 17%; F = -10%; G = -12; H = -1; I = 7%

Cc1ccc(S(=O)(=O)Nc2c(C)[nH]c(=O)[nH]c2=O)cc1C
  A = 1%; B = 0.5; C = 0.4; D = -6%; E = -17%; F = -7%; G = -6; H = -12; I = 3%

Cc1ccc2oc(-c3ccc(C)c(NC(=O)Cc4cccs4)c3)nc2c1
  A = -4%; B = 0.6; C = 0.4; D = 16%; E = -3%; F = -17%; G = 6; H = 2; I = 6%

Cc1cc(C(=O)Nc2ccccc2N2CCOCC2)no1
  A = 6%; B = 0.5; C = 0.2; D = 3%; E = 10%; F = -20%; G = -2; H = 1; I = 0%

COc1ccccc1-c1nc(SCC(=O)Nc2ccc(C)c(C)c2)n[nH]1
  A = 0%; B = -0.5; C = -0.4; D = -1%; E = 16%; F = -16%; G = 2; H = .; I = 7%

O=C1c2ccccc2NC(c2ccc(-c3cccc([N+](=O)[O-])c3)o2)N1O (stereo not drawn)
  A = 5%; B = 0.0; C = -0.5; D = -8%; E = -29%; F = -12%; G = 4; H = 2; I = 4%

COc1cccc(C(=O)OCC(=O)NCCc2ccccc2)c1OC
  A = 1%; B = 3.7; C = -0.8; D = -8%; E = -11%; F = -13%; G = -4; H = 1; I = 6%

COc1cc(OC)cc(C(=O)NC(=S)Nc2ccc(NC(=O)c3ccco3)cc2)c1
  A = -1%; B = 2.4; C = 0.8; D = -3%; E = -17%; F = 1%; G = 4; H = -1; I = 0%

CN(Cc1cccs1)C(=O)CN1C(=O)c2ccccc2S1(=O)=O
  A = 5%; B = 0.4; C = 0.0; D = -8%; E = -6%; F = -12%; G = -1; H = -31; I = 4%

CN(C)S(=O)(=O)c1cccc(-c2nnc(-c3ccccc3)o2)c1
  A = -4%; B = -0.1; C = 0.1; D = 8%; E = 13%; F = -17%; G = 1; H = -11; I = 6%

Cc1ccc(C(=O)N2CCCC(CCC(=O)NCc3ccccc3F)C2)cn1 (stereo not drawn)
  A = 0%; B = 0.4; C = 0.1; D = 0%; E = 7%; F = 2%; G = 4; H = -9; I = 1%

COc1ccc(OC)c(C2C(C(=O)c3sc(C)nc3C)=C(O)C(=O)N2CCN2CCOCC2)c1 (stereo not drawn)
  A = -3%; B = -0.6; C = 1.5; D = -1%[57.1 µM]; E = -2%[57.1 µM]; F = -9%; G = 7; H = -9; I = -3%

# Reprinted from the part before: 5 entries; new compounds follow.
# The line under a structure holds: Pin1 inh, D2 agonist, TRHR ag, TrxR1 substrate, TrxR1 inh, USP1-UAF1 inh, TRHR PAM, D2 antag, mIDH1 inhibitor
COc1cc(OC)cc(C(=O)NC(=S)Nc2ccc(NC(=O)c3ccco3)cc2)c1
→ -1%, 2.4, 0.8, -3%, -17%, 1%, 4, -1, 0%
CN(Cc1cccs1)C(=O)CN1C(=O)c2ccccc2S1(=O)=O
→ 5%, 0.4, 0.0, -8%, -6%, -12%, -1, -31, 4%
CN(C)S(=O)(=O)c1cccc(-c2nnc(-c3ccccc3)o2)c1
→ -4%, -0.1, 0.1, 8%, 13%, -17%, 1, -11, 6%
Cc1ccc(C(=O)N2CCCC(CCC(=O)NCc3ccccc3F)C2)cn1 (stereo not drawn)
→ 0%, 0.4, 0.1, 0%, 7%, 2%, 4, -9, 1%
COc1ccc(OC)c(C2C(C(=O)c3sc(C)nc3C)=C(O)C(=O)N2CCN2CCOCC2)c1 (stereo not drawn)
→ -3%, -0.6, 1.5, -1%[57.1 µM], -2%[57.1 µM], -9%, 7, -9, -3%
Cc1oc(-c2cccc3ccccc23)nc1CN1CCN(c2ncnc3ccccc23)CC1
→ 6%, -1.2, -1.2, 2%[57.1 µM], 1%[57.1 µM], 1%, 2, -5, -12%
COc1ccc(C(=O)NCCc2nnc3ccc(SCC(=O)NCc4ccccc4)nn23)cc1
→ 7%, -1.3, -0.5, 4%, 8%, 2%, 64*, 3, -6%
COc1ccc(Cc2nnc(SCc3c(C)noc3C)n2C2CCCCC2)cc1OC
→ 0%, 0.2, -0.2, -4%, 11%, 5%, -3, -19, 1%
O=C(NNC(=O)c1ccccc1Br)c1cccs1
→ -8%, -2.8, -0.9, 5%, 11%, -23%, -4, 14, 4%
O=P(COCCOCP(=O)(c1ccccc1)c1ccccc1)(c1ccccc1)c1ccccc1
→ -4%, 0.1, 1.9, -2%, -4%, 4%, 0, -1, 2%
Cc1ccc2cc(CN(CC3CCCO3)S(=O)(=O)c3ccc4c(c3)OCCO4)c(=O)[nH]c2c1C (stereo not drawn)
→ 4%, ., ., 19%, 24%, -26%, ., ., 9%
Cc1ccccc1NC(=O)C1CCN(c2cnccn2)CC1
→ -5%, -0.9, 0.6, -6%, -15%, -19%, -4, -4, 1%
Nc1nnc(-c2ccco2)s1
→ -2%, 0.3, -0.1, 1%, -7%, 3%, 0, -25, -1%
Cc1cc(=O)oc(C)c1C(=O)Nc1ccc(N(C)C)cc1
→ 4%, 0.7, -0.2, 2%, 22%, -18%, 1, 0, 0%
CCOC(=O)C1CCN(C(=O)Nc2ccc(OC)c(OC)c2)CC1
→ -8%, 0.4, 0.4, -2%, -6%, -12%, -2, 6, 12%
COc1cccc(NC(=O)COC(=O)CC2CC3CCC2C3)c1 (stereo not drawn)
→ ?, ., ., -10%, 1%, -9%, ., ., 8%
Cc1cccc(NC(=O)/C(C#N)=C/c2ccccc2O)n1
→ -1%, 1.1, 0.5, 11%, 32%, -20%, -5, -13, 0%
CCn1c(SCC(=O)NCC2CCCO2)nc2c([nH]c3ccccc32)c1=O (stereo not drawn)
→ 3%, -0.2, -0.8, 1%, 10%, -25%, -7, 6, 0%
O=C(Cc1cccs1)Nc1cccc(C(=O)Nc2ccco2)c1
→ 1%, -0.6, -2.0, -6%, -6%, -21%, -3, -3, 5%
CN(C)c1oc(-c2ccco2)nc1S(=O)(=O)c1ccc(Br)cc1
→ 1%, -0.3, -0.2, -10%, -9%, -7%, 0, 8, -1%
Brc1ccc(OCc2nnc(SCC3CCCCC3)o2)cc1
→ -6%, 0.4, 1.3, -8%, 2%, -2%, -4, -1, -4%
O=C(NCC(=O)N1CCCCC1)c1ccc2ccccc2c1
→ 5%, 1.1, -0.4, -9%, -8%, -15%, -4, 6, -13%
COCCCN1C(=O)C(=O)/C(=C(/O)c2ccccc2)C1c1ccc(N(C)C)cc1 (stereo not drawn)
→ 4%, 0.3, 0.2, -8%[57.1 µM], -36%[57.1 µM], 2%, 2, -29, -2%
CCC[C@@H](CN1CCC[C@H]1CN1C(N)=NC[C@H]1CC(C)C)N1C[C@@H](Cc2ccccc2)N(CCCC2CCCC2)C1=N
→ -7%, ., ., -2%, -4%, -17%, ., ., -6%
Clc1nn2cnnc2c2ccccc12
→ -6%, -0.3, 1.5, 3%, 5%, -17%, -8, 0, 3%

# Taken from above:
# `Cc1ccc(C(=O)N2CCCC(CCC(=O)NCc3ccccc3F)C2)cn1` (stereo not drawn) @ USP1-UAF1 inh: 2%
# `CN(C)c1oc(-c2ccco2)nc1S(=O)(=O)c1ccc(Br)cc1` @ TrxR1 inh: -9%
# `COc1ccc(C(=O)NCCc2nnc3ccc(SCC(=O)NCc4ccccc4)nn23)cc1` @ TRHR ag: -0.5
# `Cc1ccc2cc(CN(CC3CCCO3)S(=O)(=O)c3ccc4c(c3)OCCO4)c(=O)[nH]c2c1C` (stereo not drawn) @ Pin1 inh: 4%

# The list goes on:
# The line under a structure holds: Pin1 inh, D2 agonist, TRHR ag, TrxR1 substrate, TrxR1 inh, USP1-UAF1 inh, TRHR PAM, D2 antag, mIDH1 inhibitor
O=C(O)c1ccc(Cl)c(NCc2cccnc2)c1
→ 3%, 1.5, 0.4, -1%, 18%, -11%, 4, -4, 7%
COc1ccc(CC(=O)Nc2ccc(C(=O)NCC(C)C)cc2)cc1
→ 23%, 0.4, 1.4, -5%, -1%, 5%, 2, -9, -5%
Cc1c(-c2cccc(NC(=O)Cc3ccccc3)c2)nc2ncccn12
→ -3%, 0.1, 0.0, 75%[activator][57.1 µM], 21%[57.1 µM], -39%, 4, ., 25%
CSc1ccccc1NC(=O)C1CCCN(S(C)(=O)=O)C1 (stereo not drawn)
→ -2%, -0.4, -0.6, 2%, 19%, -9%, 0, 12, -1%
O=[N+]([O-])c1cccc(-c2ccc(C(=S)N3CCN(c4ccccc4)CC3)o2)c1
→ 50%[activator], 0.0, 0.3, -9%, 12%[11.4 µM], -19%, 18, 7, 5%
COc1ccc(CCNC(=O)Cn2nc(C)n3nc(-c4ccccc4)cc3c2=O)cc1OC
→ -2%, -2.3, 0.4, -6%, 2%, -22%, 0, -24, -8%
CCCCn1c(N)c(N(CCC(C)C)C(=O)c2cc(Cl)nc3ccccc23)c(=O)[nH]c1=O
→ 2%, 2.0, 0.0, -6%, 13%, 0%, 4, -42, -1%
Cc1ccc(S(=O)(=O)NCCC(=O)N2CCN(c3ccccc3)CC2)cc1C
→ -2%, ., ., -2%, 6%, 7%, ., ., 11%
COc1ccccc1CNC(=O)c1oc2ccccc2c1C
→ ?, -1.5, -0.5, -5%, 14%, -21%, -1, -10, -9%
